Bioassay records (PubChem)
mIDH1 inhibitor = inhibitors of human mutant IDH1 R132H | O75874 | IDH1-R132H enzyme, NADPH consumption, diaphorase/resazurin fluorescence | Potency, µM (series often up to 76.6 µM), for the others: at the highest dose activity change, negative = inhibition, hits mostly inhibitors | hit rate 0.093% among 390,000 | AID 602179; further: potency means the concentration at half of the fitted maximal effect; on the % scale 0 is the no-effect control and ±100 the full control effect; nearly all actives have a fitted effect of over 65% in size
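IDH1-R132H (0.5 ug/mL) preincubated 30 min with compound, then NADPH (0.016 mM) and alpha-KG (2 mM) added; 80 min at RT, pH 7.5. Remaining NADPH coupled via diaphorase/resazurin to fluorescence (540/590 nm); concentration-response curves normalized to no-enzyme control.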
LDHA inh = LDHA (human) enzyme inhibition; purified LDHA, NADH/diaphorase-resazurin fluorescence; hits give low values; activity change, % (values are at about 110 or 230 µM); hit rate 0.15% among 480,000; AID 1347041; in the data active means activity change below about -30%; inconclusive means mostly about -25% to -30%;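 further: plate controls were DMSO wells for no effect and wells without enzyme for full effect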
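Remaining NADH was detected by diaphorase (0.133 mg/mL) converting 37 µM resazurin to fluorescent resorufin, read at 0 and 20 minutes. The preceding 5-minute room-temperature reaction used 2 nM LDHA, 0.2 mM sodium pyruvate and 0.06 mM NADH at pH 7.4.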
Vif-APOBEC3F blk = Vif-A3F binding inhibition; HeLa A3F-eYFP + Vif (tagged APOBEC3F with the HIV-1 protein that degrades it), YFP fluorescence increase; Potency, µM (series often up to 46.1 µM), without a hit: at the highest dose activity, negative = active; hit rate 0.2% among 390,000; AID 602313; further: potency means the concentration at half of the fitted maximal effect; % of control where 0% means no effect; nearly all actives have a fitted effect of over 65% in size
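HeLa cells stably expressing A3F-eYFP plus Vif, plated and incubated overnight at 37 deg C, then exposed to compounds overnight at 37 deg C. Blocked degradation read as raised yellow fluorescence (Ex 488/Em 500-530).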
Vif-A3G inh = Vif-A3G binding inhibition | Q9HC16 | HeLa A3G-eYFP + Vif (tagged APOBEC3G with the HIV-1 protein that degrades it), YFP fluorescence, overnight | Potency, µM (series often up to 46.1 µM), for inactives: at the top dose activity, negative = active, most hits filed as inhibitors | hit rate 0.076% among 410,000;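 further: potency means the concentration at half of the fitted maximal effect; on the % scale 0 is the no-effect control and ±100 the full control effect; nearly all actives have a fitted effect of over 60% in size; hits raise eYFP signal because A3G escapes Vif-driven loss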
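HeLa cells stably expressing Vif and C-terminally eYFP-tagged A3G, seeded overnight at 37 deg C, then exposed to compound by pintool overnight at 37 deg C. Rise in yellow fluorescence (Ex 488/Em 500-530, Acumen) marks blocked Vif-driven A3G degradation.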
rTrxR1 inhibitor = rat TrxR1 inhibition. hit rate 1% among 390,000. O89049. Potency, µM (series often up to 114 µM), for inactives: top-dose activity change, negative = inhibition, most hits filed as inhibitors. recombinant rTrxR1, NADPH fluorescence consumption, selenite substrate; further: potency means the concentration at half of the fitted maximal effect; on the % scale 0 is the no-effect control and ±100 the full control effect; nearly all actives have a fitted effect of over 65% in size
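Rat TrxR1 (90 nM in the dispensed reagent) was pre-reduced with 400 uM NADPH for 5 min at room temperature, then incubated with compound for 15 min. After 400 uM selenite was added, NADPH fluorescence (Ex 340/Em 450 nm) was followed for 8 min.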
GRP78 ERSR act = inducers of ER stress response in human glioma cells. hit rate 0.02% among 420,000. U87-MG GRP78 promoter luciferase reporter, 16 h. Potency, µM, for inactives: at the highest dose activation, actives largely listed as activators; further: potency means the concentration at half of the fitted maximal effect; series mostly up to about 76 µM; % of control where 0% means no effect; nearly all actives have a fitted effect of over 35% in size
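Stably transfected U87-MG glioma cells carrying a GRP78-based luciferase sensor; 16 h compound incubation. Luminescence end-point read 10 min after Bright-Glo addition at room temperature.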
TrxR1 substrate = is turned over as a substrate by rat TrxR1; purified TrxR1 substrate turnover, NADPH consumption readout; O89049; hit rate 0.01% among 390,000; Potency, µM (titrated, usually from 114 µM), inactives show at the highest dose activity change, negative = substrate turnover; further: potency means the concentration at half of the fitted maximal effect; on the % scale 0 is the no-effect control and ±100 the full control effect; nearly all actives have a fitted effect of over 50% in size
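Rat TrxR1, dispensed at 90 nM, was prereduced with 400 uM NADPH (final) for 5 min at ~22 deg C, then incubated with compound 15 min before 400 uM selenite. A first-read NADPH fluorescence drop versus no-compound background flagged substrates.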
RGS4 inh = inhibitors of human regulator of G protein signaling 4 | Potency, µM (highest dose often 114 µM), for the others: at the highest dose activity change, negative = inhibition, hits mostly inhibitors | P49798 | hit rate 0.039% among 390,000 | Transcreener GDP fluorescence polarization, RGS4-accelerated GTP hydrolysis; further: potency means the concentration at half of the fitted maximal effect; on the % scale 0 is the no-effect control and ±100 the full control effect; nearly all actives have a fitted effect of over 75% in size; some results filed as inactive show a strong effect at the top dose
Target sequence (P49798 whole entry, looked up): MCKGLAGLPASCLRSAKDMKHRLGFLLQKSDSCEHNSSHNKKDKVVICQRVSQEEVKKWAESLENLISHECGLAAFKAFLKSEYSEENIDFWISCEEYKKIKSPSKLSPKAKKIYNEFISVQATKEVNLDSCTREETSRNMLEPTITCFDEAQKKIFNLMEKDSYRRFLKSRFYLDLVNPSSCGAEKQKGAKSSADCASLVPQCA
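MLSMR compounds (23 nl, pin-transferred) preincubated 10 min at room temperature with a 500nM (2x) first reagent, then RGS4 at 900nM (2x) plus Transcreener GDP mix added; fluorescence polarization (620/688 nm) read before and after 90 min at 30 °C.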
USP1 inh = blocks the human USP1/UAF1 deubiquitinase complex; O94782; recombinant USP1/UAF1, Ub-Rhodamine cleavage fluorescence; Potency, µM (series often up to 57.1 µM), inactives show at the top dose activity change, negative = inhibition, hits mostly inhibitors; hit rate 0.23% among 390,000; further: potency means the concentration at half of the fitted maximal effect; on the % scale 0 is the no-effect control and ±100 the full control effect; nearly all actives have a fitted effect of over 60% in size; inactives centre near -12
Target sequence (O94782 whole entry, looked up): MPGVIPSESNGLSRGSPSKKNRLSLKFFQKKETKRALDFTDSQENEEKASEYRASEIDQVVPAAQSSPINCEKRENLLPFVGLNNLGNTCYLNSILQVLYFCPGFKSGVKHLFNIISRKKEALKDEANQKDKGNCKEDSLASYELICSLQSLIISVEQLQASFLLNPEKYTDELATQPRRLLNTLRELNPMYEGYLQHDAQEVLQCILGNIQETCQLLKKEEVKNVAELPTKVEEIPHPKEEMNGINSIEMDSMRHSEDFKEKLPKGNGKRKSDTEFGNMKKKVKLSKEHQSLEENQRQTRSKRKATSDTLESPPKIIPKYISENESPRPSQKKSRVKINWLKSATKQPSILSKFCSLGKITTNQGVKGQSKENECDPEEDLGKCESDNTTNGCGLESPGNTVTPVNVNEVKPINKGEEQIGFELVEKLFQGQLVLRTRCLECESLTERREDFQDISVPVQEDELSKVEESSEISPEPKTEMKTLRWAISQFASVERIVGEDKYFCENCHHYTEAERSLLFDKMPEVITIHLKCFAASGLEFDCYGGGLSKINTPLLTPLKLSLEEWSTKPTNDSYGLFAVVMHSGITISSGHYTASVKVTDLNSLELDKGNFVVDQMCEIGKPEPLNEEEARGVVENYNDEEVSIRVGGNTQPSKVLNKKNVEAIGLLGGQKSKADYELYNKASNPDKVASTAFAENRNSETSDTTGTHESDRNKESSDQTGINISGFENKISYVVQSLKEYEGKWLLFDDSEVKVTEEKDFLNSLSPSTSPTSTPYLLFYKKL
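High-throughput fluorogenic screen: 1nM USP1/UAF1 complex, Ub-Rho substrate 150nM final, 50mM HEPES pH 7.8 with 0.5mM EDTA, 0.1 mg/ml BSA, 1mM TCEP and 0.01% Tween-20.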
* marks the source's active call; other numbers are inactive results; & = joins results of further samples; [ ] = another dose, or the depositor's remark. Unless noted, the call rests on the fitted dose curve; in most records, active means well fitted curve in the direction sought with a large enough effect; inconclusive means small, poorly fitted or top-dose-only effect, or another doubt; inactive means no such curve, though single readings can be large; an effect the other way counts as inactive or inconclusive. Only part of the results is shown. The share of hits here may be higher or lower than overall.

CCC1(C)Cc2c(sc3nn[nH]c(=O)c23)CO1 (stereo not drawn) was read as mIDH1 inhibitor 1%, LDHA inh -7, Vif-APOBEC3F blk 0%, Vif-A3G inh 1%, rTrxR1 inhibitor 15%, GRP78 ERSR act -4%, TrxR1 substrate -5%, RGS4 inh -8% and USP1 inh -11%.
For Cc1cccc(NS(=O)(=O)c2cc(C(=O)OC(C)C(=O)NCc3ccc4c(c3)OCO4)ccc2C)c1 (stereo not drawn) the results were mIDH1 inhibitor 0%, LDHA inh -1, Vif-APOBEC3F blk -16%, Vif-A3G inh -8%, rTrxR1 inhibitor -2%, GRP78 ERSR act -4%, TrxR1 substrate -5%, RGS4 inh -19% and USP1 inh -15%.
COC(=O)c1ccc(C(=O)OC)c(NC(=O)c2cccnc2)c1 was read as mIDH1 inhibitor -2%, LDHA inh -1, Vif-APOBEC3F blk -1%, Vif-A3G inh 3%, rTrxR1 inhibitor 12%[57.1 µM], GRP78 ERSR act -6%, TrxR1 substrate 14%[57.1 µM], RGS4 inh 17% and USP1 inh 2%.
For Cn1c(NNC(=O)c2cccc3ccccc23)cc(=O)n(C)c1=O the results were mIDH1 inhibitor -14%, LDHA inh -17, Vif-APOBEC3F blk -10%, Vif-A3G inh -4%, rTrxR1 inhibitor -3%[57.1 µM], GRP78 ERSR act -2%, TrxR1 substrate 6%[57.1 µM], RGS4 inh 2% and USP1 inh -14%.
`COc1ccc(Cl)cc1NC(=O)C1CC(c2c(F)cccc2Cl)=NO1` (stereo not drawn) gave mIDH1 inhibitor 0%, LDHA inh 1, Vif-APOBEC3F blk -8%, Vif-A3G inh 1%, rTrxR1 inhibitor 17%, GRP78 ERSR act -3%, TrxR1 substrate 1%, RGS4 inh -4% and USP1 inh -10%.
`O=C(Nc1cccc(Br)c1)N1CCN2CCCCC2C1` (stereo not drawn) gave mIDH1 inhibitor 0%, LDHA inh 0, Vif-APOBEC3F blk 1%, Vif-A3G inh 0%, rTrxR1 inhibitor 34%, GRP78 ERSR act 0%, TrxR1 substrate 5%, RGS4 inh -16% and USP1 inh -4%.
For CCN(CC)S(=O)(=O)c1cc(C(=O)c2nccn2C)ccc1Cl the results were mIDH1 inhibitor 2%, LDHA inh -4, Vif-APOBEC3F blk 2%, Vif-A3G inh 0%, rTrxR1 inhibitor -3%[57.1 µM], GRP78 ERSR act -3%, TrxR1 substrate -6%, RGS4 inh 8% and USP1 inh -25%.
Screening C[C@H]1CN([C@@H](C)CO)C(=O)c2cccc(NS(=O)(=O)c3cn(C)cn3)c2O[C@H]1CN(C)S(C)(=O)=O returned mIDH1 inhibitor 9%, LDHA inh 5, Vif-APOBEC3F blk -4%, Vif-A3G inh 6%, rTrxR1 inhibitor -19%, GRP78 ERSR act 0%, TrxR1 substrate 0%, RGS4 inh 1% and USP1 inh -24%.
`COc1ccc(CNC(=O)c2ccc(Cn3c(=O)c4cccn4c4cccnc43)cc2)cc1OC` gave mIDH1 inhibitor 4%, LDHA inh -7, Vif-APOBEC3F blk -15%, Vif-A3G inh 1%, rTrxR1 inhibitor 9%, GRP78 ERSR act 0%, TrxR1 substrate 8%, RGS4 inh -3% and USP1 inh 4%.
COc1cc(NC(=S)NCCC(c2ccccc2)c2ccccc2)cc(OC)c1 was read as mIDH1 inhibitor 0%, LDHA inh -4, Vif-APOBEC3F blk -1%, Vif-A3G inh -174%, rTrxR1 inhibitor 11%, GRP78 ERSR act -5%, TrxR1 substrate -1%, RGS4 inh -17% and USP1 inh inconclusive.
Cc1sc2ncnc(SCC(=O)NC3CCCC3)c2c1C was read as mIDH1 inhibitor 3%, LDHA inh -6, Vif-APOBEC3F blk -13%, Vif-A3G inh -1%, rTrxR1 inhibitor 16%, GRP78 ERSR act 3%, TrxR1 substrate 4%, RGS4 inh 6% and USP1 inh -3%.
Screening O=C(CN1C(=O)COc2ccc(S(=O)(=O)N3CCOCC3)cc21)NCc1ccco1 returned mIDH1 inhibitor 0%, LDHA inh -3, Vif-APOBEC3F blk 7%, Vif-A3G inh 1%, rTrxR1 inhibitor 1%, GRP78 ERSR act -3%, TrxR1 substrate 3%, RGS4 inh -21% and USP1 inh -12%.

The closing 3 compounds of the part above are carried over, then new ones follow.
COc1cc(NC(=S)NCCC(c2ccccc2)c2ccccc2)cc(OC)c1 was read as mIDH1 inhibitor 0%, LDHA inh -4, Vif-APOBEC3F blk -1%, Vif-A3G inh -174%, rTrxR1 inhibitor 11%, GRP78 ERSR act -5%, TrxR1 substrate -1%, RGS4 inh -17% and USP1 inh inconclusive.
Cc1sc2ncnc(SCC(=O)NC3CCCC3)c2c1C was read as mIDH1 inhibitor 3%, LDHA inh -6, Vif-APOBEC3F blk -13%, Vif-A3G inh -1%, rTrxR1 inhibitor 16%, GRP78 ERSR act 3%, TrxR1 substrate 4%, RGS4 inh 6% and USP1 inh -3%.
Screening O=C(CN1C(=O)COc2ccc(S(=O)(=O)N3CCOCC3)cc21)NCc1ccco1 returned mIDH1 inhibitor 0%, LDHA inh -3, Vif-APOBEC3F blk 7%, Vif-A3G inh 1%, rTrxR1 inhibitor 1%, GRP78 ERSR act -3%, TrxR1 substrate 3%, RGS4 inh -21% and USP1 inh -12%.
`COc1ccc(C(CNC(=O)COc2ccc(F)cc2Cl)N2CCCCC2)cc1` (stereo not drawn) gave mIDH1 inhibitor 4%, LDHA inh 0, Vif-APOBEC3F blk -5%, Vif-A3G inh 1%, rTrxR1 inhibitor 6%, GRP78 ERSR act -5%, TrxR1 substrate -2%, RGS4 inh -7% and USP1 inh -14%.
Screening CCCCN(C)C(=O)c1cn(CC)c2ccc(S(=O)(=O)N(C)C)cc2c1=O returned mIDH1 inhibitor 9%, LDHA inh -2, Vif-APOBEC3F blk -2%, Vif-A3G inh 0%, rTrxR1 inhibitor inconclusive, GRP78 ERSR act -7%, TrxR1 substrate -13%, RGS4 inh -2% and USP1 inh -24%.
`CCn1c(Cc2ccc(OC)cc2)nnc1SCC(=O)Nc1nc2ccccc2s1` gave mIDH1 inhibitor 1%, LDHA inh -6, Vif-APOBEC3F blk -2%, Vif-A3G inh -2%, rTrxR1 inhibitor -6%, GRP78 ERSR act -3%, TrxR1 substrate -4%, RGS4 inh -13% and USP1 inh -12%.
Screening O=[N+]([O-])c1ccc(S(=O)(=O)NN=CCCc2ccccc2)cc1 returned mIDH1 inhibitor 0%, LDHA inh -3, Vif-APOBEC3F blk -16%, Vif-A3G inh -2%, rTrxR1 inhibitor 2%[57.1 µM], GRP78 ERSR act 0%, TrxR1 substrate -10%, RGS4 inh -24% and USP1 inh -2%.
Cc1cc(C)c(C(=O)C(C)OC(=O)Cc2n[nH]c(=O)c3ccccc23)cc1C (stereo not drawn) was read as mIDH1 inhibitor 7%, LDHA inh -2&-5, Vif-APOBEC3F blk 11%, Vif-A3G inh -14%, rTrxR1 inhibitor -2%, GRP78 ERSR act -3%, TrxR1 substrate -9%, RGS4 inh -30% and USP1 inh -23%.
`c1ccc(OCCSc2nnnn2-c2ccccc2)cc1` gave mIDH1 inhibitor 3%, LDHA inh 0, Vif-APOBEC3F blk 7%, Vif-A3G inh 0%, rTrxR1 inhibitor 16%[57.1 µM], GRP78 ERSR act -8%, TrxR1 substrate -25%[57.1 µM], RGS4 inh -4% and USP1 inh -20%.
Screening Cc1ccc(NS(=O)(=O)c2ccc3c(c2)CCCN3C(=O)C2CCC2)cc1Cl returned mIDH1 inhibitor -1%, LDHA inh 3, Vif-APOBEC3F blk -4%, Vif-A3G inh -2%, rTrxR1 inhibitor 8%[57.1 µM], GRP78 ERSR act -5%, TrxR1 substrate -6%[57.1 µM], RGS4 inh 0% and USP1 inh -11%.
For Cc1ccc(NCC(=O)N/N=C/c2ccc(C(=O)O)cc2)cc1 the results were mIDH1 inhibitor -5%, LDHA inh -2, Vif-APOBEC3F blk 0%, Vif-A3G inh -1%, rTrxR1 inhibitor 9%, GRP78 ERSR act -5%, TrxR1 substrate 0%, RGS4 inh 0%[11.4 µM] and USP1 inh -16%.
CCn1nnnc1-c1ccc(OC)c(S(=O)(=O)Nc2ccc(C(=O)OC)cc2)c1 was read as mIDH1 inhibitor -1%, LDHA inh -3, Vif-APOBEC3F blk -3%, Vif-A3G inh 0%, rTrxR1 inhibitor 0%, GRP78 ERSR act -2%, TrxR1 substrate 0%, RGS4 inh -9% and USP1 inh -5%.
`Cc1ccc(CNc2ccc3nnc(-c4ccccc4)n3n2)cc1` gave mIDH1 inhibitor -2%, LDHA inh -12, Vif-APOBEC3F blk 3%, Vif-A3G inh 5%, rTrxR1 inhibitor 6%, GRP78 ERSR act -3%, TrxR1 substrate 4%, RGS4 inh -32% and USP1 inh inconclusive.
